High-throughput results from PubChem.
FBW7 activator: human FBW7 E3 ligase activation, primary screen. AlphaScreen FBW7–phospho-cyclin E peptide binding, activator screen. normalized activity (activation), % at 26.1 µM. AID 1259310. 650,000 tested, 0.13% active; in the data active means normalized activity above about 1.9%;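 further: purified mutant Fbw7 with reduced substrate affinity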
Target sequence (Q969H0 whole entry, looked up): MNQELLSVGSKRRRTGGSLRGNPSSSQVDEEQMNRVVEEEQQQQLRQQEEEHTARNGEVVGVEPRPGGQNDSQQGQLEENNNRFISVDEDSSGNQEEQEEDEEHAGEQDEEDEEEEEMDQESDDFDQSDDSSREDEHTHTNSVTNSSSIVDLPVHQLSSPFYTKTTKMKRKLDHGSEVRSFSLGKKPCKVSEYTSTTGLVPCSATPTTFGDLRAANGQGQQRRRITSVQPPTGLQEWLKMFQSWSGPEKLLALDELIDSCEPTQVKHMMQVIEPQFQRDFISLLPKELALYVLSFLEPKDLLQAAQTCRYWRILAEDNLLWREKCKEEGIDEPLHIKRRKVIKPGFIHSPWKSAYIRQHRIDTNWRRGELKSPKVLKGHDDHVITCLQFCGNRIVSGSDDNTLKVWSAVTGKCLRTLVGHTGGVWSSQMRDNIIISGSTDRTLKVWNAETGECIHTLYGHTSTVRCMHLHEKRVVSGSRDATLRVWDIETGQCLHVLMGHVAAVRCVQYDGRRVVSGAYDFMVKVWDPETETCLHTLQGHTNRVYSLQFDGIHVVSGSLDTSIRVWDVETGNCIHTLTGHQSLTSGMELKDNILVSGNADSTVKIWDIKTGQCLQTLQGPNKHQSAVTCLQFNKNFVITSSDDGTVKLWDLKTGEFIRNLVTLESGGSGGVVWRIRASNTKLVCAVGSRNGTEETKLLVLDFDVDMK
MITF inh: blocks human microphthalmia-associated transcription factor | O75030 | AlphaScreen MITF homodimerization, bead proximity signal | inhibition, % at 2.6 µM | 650,000 tested, 0.91% active | AID 1259374; in the data active means inhibition above about 50%;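 further: 0% = vehicle wells with protein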
GPR151 ag: human GPR151 activation; 650,000 tested, 1% active; Q8TDV0; activation, % at 11.2 µM; PathHunter beta-arrestin GPR151 cells, luminescence; in the data active means activation above about 4.9%;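 further: 0% = median of compound wells and 100% = cells with positive control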
TEAD-YAP block: TEAD-YAP interaction inhibition; HEK-TIYL cells, TEAD-Gal4/YAP UAS-luciferase luminescence; inhibition, % at 9.12 µM; 640,000 tested, 1.4% active; AID 1259422; in the data active means inhibition above about 32%;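 further: 0% = median of test compound wells and 100% = reference inhibitor wells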
Active calls of the source: *; & = joins results of further samples; ! = repeats disagree.

(1) CCCCNC(=O)c1oc2ccc(S(=O)(=O)N3CCCC(C)C3)cc2c1C (centres undefined)
(2) COC(=O)c1ccc(S(=O)(=O)NCc2cccnc2)cc1
(3) CCOc1ccccc1C(=O)Nc1ccc(Br)cc1C(=O)O
(4) Cc1ccc(C(=O)NCC(=O)OCC(=O)N(C(C)C)C(C)C)cc1C
(5) O=C1N(Cc2cccnc2)C[C@@H]2C[C@@H](c3ccc(C(F)(F)F)cc3)N3CCC[C@@]123
(6) Cn1ncc2c(=O)n(CC(=O)Nc3sc4c(c3C(N)=O)CCCC4)cnc21
(7) Cc1c(Br)ccc(NC(=O)COc2ccccc2C(N)=O)c1C
(8) COc1ccc(NC(=O)CSc2ccc(-c3cccc([N+](=O)[O-])c3)nn2)cc1OC

assay / entry	1	2	3	4	5	6	7	8
FBW7 activator	0.2	0.1	-0.1	0.0	0.1	-0.1	-0.1	0.0
MITF inh	8	-9	-13	7	5	5	-24	-8
GPR151 ag	0.1	1.1	4.7	-0.9	-0.5	-1.0	1.0	-2.4
TEAD-YAP block	-3	-5	2	-2	6	0	-20	-7

(9) O=C(c1ccc(CNc2c(N3CCCCC3)c(=O)c2=O)cc1)N1CCc2ccccc2C1
(10) COc1ccc(CNc2ccc(I)cc2)c(OC)c1OC
(11) O=C1OC(c2ccc(F)cc2)=N/C1=C\C=C/c1ccccc1
(12) O=c1[nH]c2cc3ccccc3cc2nc1-c1ccccc1NCc1ccc(F)cc1
(13) CN(C)c1ccc(-c2nc(-c3cc4cc(Cl)ccc4oc3=O)cs2)cc1
(14) CN(CC(=O)NC1CCCCCC1)S(=O)(=O)c1cnc[nH]1
(15) CCOc1cc(/C=N\NC(=O)OC)ccc1OC(=O)c1ccco1
(16) Cc1cccc(C2N3CC4(C)CN2CC(C)(C3)C4=O)c1 (centres undefined)

assay / entry	9	10	11	12	13	14	15	16
FBW7 activator	0.1	0.7	-0.1	0.1	-0.1	-0.1	-0.1	-0.1
MITF inh	4	8	-11	3	16	-2	2	-7
GPR151 ag	0.3	-2.0	1.0	-1.4	2.2	-1.1	0.0	0.9
TEAD-YAP block	4	-18	-2	11	4	-5	2	-7

(17) Cc1cc(C)nc(/N=C(\NC(=O)C(F)(F)F)N2CCc3ccccc3C2)n1
(18) c1ccc(-c2nsc3c(N4CCNCC4)ncnc23)cc1
(19) CN(C)CCOc1ccc(-c2ccc(Cl)cc2)cn1
(20) Cc1cc(C)c2cc3c(nc2c1)OC(C)C(=O)N(Cc1ccco1)C3 (centres undefined)
(21) CCOc1cc(C2C(C(=O)OC3CCCC3)=C(C)NC3=C2C(=O)CC(c2ccccc2)C3)cc(Cl)c1O (centres undefined)
(22) NC(=O)c1c(NC(=O)c2ccc(S(=O)(=O)N3CCOCC3)cc2)sc2c1CCCC2
(23) CCOC(=O)c1ccccc1NC(=O)/C=C/c1ccccc1
(24) CCOc1ccccc1N=CC1=C(O)CC(c2ccccc2)CC1=O (centres undefined)

assay / entry	17	18	19	20	21	22	23	24
FBW7 activator	0.0	0.0	0.5	-0.2	0.0	0.2	0.1	2.0*!
MITF inh	18	10	6	6	-2	7	-20	3&15
GPR151 ag	1.4	-0.2	-1.5	1.4	0.7	-0.8	-1.8	0.7&-0.7
TEAD-YAP block	-2	-38	-54	12	6	7	-3	5&6

(25) COc1ccccc1C(=O)Nc1ccccc1N1CCN(S(C)(=O)=O)CC1
(26) CCOC(=O)C1=C(C)NC(=O)NC1c1ccc(-c2cccc(C(F)(F)F)c2)o1 (centres undefined)
(27) CCOc1cc(/C=C2/C(=N)N3N=C(CC)SC3=NC2=O)ccc1OCCOc1c(C)cccc1C
(28) CCOC(=O)c1c(-c2ccccc2)oc2ccc(OCc3cccc(Cl)c3)cc12
(29) c1ccc2c(c1)CCN(c1nc3ncnc(Nc4ccc(N5CCOCC5)cc4)c3[nH]1)C2
(30) C[C@@H]1NC(=O)[C@H]2CN(C(=O)Oc3ccc(Cl)cc3)CCN2C1=O
(31) O=C(O)C1=NN(c2nc3ccccc3[nH]2)C(=O)CC1
(32) NC1=NC(=O)C(CC(=O)Nc2ccccc2C(F)(F)F)S1 (centres undefined)

assay / entry	25	26	27	28	29	30	31	32
FBW7 activator	0.0	0.0	0.0	-0.1	-0.3	0.0	-0.1	0.1
MITF inh	4	4	4	-1	-1	-13	-15	12
GPR151 ag	-1.0	0.7	1.7	0.5	-2.0	0.3	1.5	-1.4
TEAD-YAP block	17	-21	12	13	53*	5	-2	5

(33) COC(=O)c1c(NC(C)=O)c2c(C)c(C)sc2n1Cc1cccc(C)c1
(34) Cc1ccc(-n2nc3c(c2NC(=O)c2ccc(Cl)c([N+](=O)[O-])c2)CS(=O)(=O)C3)cc1
(35) Cn1c(-c2ccccc2Br)n[nH]c1=S
(36) CSCCC(NC(=O)C1CCC(C)CC1)C(=O)Nc1ccc2c(c1)OCCO2 (centres undefined)
(37) Cc1ccccc1-n1nnnc1C(NCCc1c(C)[nH]c2ccccc12)c1ccc(Cl)cc1Cl (centres undefined)
(38) Cc1cc(=O)oc2cc(OCC(O)CNC3CC3)ccc12 (centres undefined)
(39) N=C1C(c2nc3ccccc3c(=O)[nH]2)=C(O)CN1CCO
(40) CC1(C)CC(=O)c2sc(NC(=O)CN3CCCCC3)nc2C1

assay / entry	33	34	35	36	37	38	39	40
FBW7 activator	-0.3	-0.1	0.7	0.0	0.2	-0.1	0.1	-0.1
MITF inh	7	0	6	-16	2	2	0	-2
GPR151 ag	3.6	0.1	-1.0	-0.6	-0.8	-1.1	0.2	1.6
TEAD-YAP block	-11	-2	-3	-12	-5	14	6	1

12 entries out of the list, sorted by molar mass, smallest number first.
(39) N=C1C(c2nc3ccccc3c(=O)[nH]2)=C(O)CN1CCO
(38) Cc1cc(=O)oc2cc(OCC(O)CNC3CC3)ccc12 (centres undefined)
(23) CCOC(=O)c1ccccc1NC(=O)/C=C/c1ccccc1
(14) CN(CC(=O)NC1CCCCCC1)S(=O)(=O)c1cnc[nH]1
(40) CC1(C)CC(=O)c2sc(NC(=O)CN3CCCCC3)nc2C1
(15) CCOc1cc(/C=N\NC(=O)OC)ccc1OC(=O)c1ccco1
(4) Cc1ccc(C(=O)NCC(=O)OCC(=O)N(C(C)C)C(C)C)cc1C
(17) Cc1cc(C)nc(/N=C(\NC(=O)C(F)(F)F)N2CCc3ccccc3C2)n1
(1) CCCCNC(=O)c1oc2ccc(S(=O)(=O)N3CCCC(C)C3)cc2c1C (centres undefined)
(26) CCOC(=O)C1=C(C)NC(=O)NC1c1ccc(-c2cccc(C(F)(F)F)c2)o1 (centres undefined)

assay / entry	39	38	23	14	40	15	4	17	1	26
FBW7 activator	0.1	-0.1	0.1	-0.1	-0.1	-0.1	0.0	0.0	0.2	0.0
MITF inh	0	2	-20	-2	-2	2	7	18	8	4
GPR151 ag	0.2	-1.1	-1.8	-1.1	1.6	0.0	-0.9	1.4	0.1	0.7
TEAD-YAP block	6	14	-3	-5	1	2	-2	-2	-3	-21

(5) O=C1N(Cc2cccnc2)C[C@@H]2C[C@@H](c3ccc(C(F)(F)F)cc3)N3CCC[C@@]123
(36) CSCCC(NC(=O)C1CCC(C)CC1)C(=O)Nc1ccc2c(c1)OCCO2 (centres undefined)

assay / entry	5	36
FBW7 activator	0.1	0.0
MITF inh	5	-16
GPR151 ag	-0.5	-0.6
TEAD-YAP block	6	-12

(continued)
(41) COc1cccc(CNc2ccc3c(c2)nc(C)n3Cc2ccccc2)c1OC
(42) CCCNC(=O)CSCc1nc(-c2ccc(Cl)cc2)oc1C
(43) Cn1c(=O)c2c(nc(NCc3ccccc3)n2Cc2ccccc2Br)n(C)c1=O
(44) COc1cccc(C2C(C(=O)OCCc3ccccc3)=C(C)NC3=C2C(=O)CC(c2ccccc2)C3)c1OC (centres undefined)
(45) Cc1c(C(=O)N2CCC3(CC2)OCCO3)oc2ccc(S(=O)(=O)N3CCCC3)cc12
(46) COc1ccc(OC)c(NC(=O)CSc2nc(-c3cccc(C)c3)ns2)c1
(47) CCOC(=O)c1ccc(N2C(=O)c3cccc4c(C(=O)c5ccccc5)ccc(c34)C2=O)cc1
(48) COc1ccc(OC)c(C(c2nnnn2Cc2ccco2)N2CCN(C)CC2)c1 (centres undefined)

assay / entry	41	42	43	44	45	46	47	48
FBW7 activator	-0.4	-0.6	-0.1	0.1	-0.1	-0.2	0.6	0.3
MITF inh	-1	9	2	-6	-7	2	-4	19
GPR151 ag	-1.3	1.7	0.2	-0.7	-0.5	-0.5	-2.3	-0.4
TEAD-YAP block	-27	-10	-2	-7	2	-4	-13	2

(49) O=C(NCc1ccccc1)c1ccc(-n2c(=S)[nH]c3ccccc3c2=O)cc1
(50) Cc1ccc(S(=O)(=O)N2CCN(Cc3cc(Br)ccc3O)CC2)cc1
(51) COc1cccc(-c2cc(C(=O)NCc3ccc(F)cc3)no2)c1
(52) O=C1Nc2ccccc2C12Oc1ccccc1C1CC(c3cccnc3)=NN12 (centres undefined)
(53) O=S(=O)(c1ccc(Cl)cc1)N1CCN(C2CCCCC2)CC1
(54) Cc1ccc(S(=O)(=O)NCc2ccsc2)cc1C
(55) O=C1c2ccccc2C(=O)c2cc(S(=O)(=O)NCCO)ccc21
(56) O=C(CCN1C(=O)c2ccccc2S1(=O)=O)NCCC1=CCCCC1

assay / entry	49	50	51	52	53	54	55	56
FBW7 activator	-0.1	0.3	-0.2	0.0	0.1	0.0	0.0	0.2
MITF inh	-9	9	2	11	4	2	10	8
GPR151 ag	-0.6	0.0	-0.9	0.5	-1.2	0.2	-0.5	3.5
TEAD-YAP block	0	12	-11	-10	1	-7	-13	-5

(57) Cc1nc2c3c4c(sc3ncn2n1)CCCCC4
(58) CCOc1ccc(CN(CCc2ccc3c(c2)OCO3)Cc2ccc(C(F)(F)F)cc2)cc1
(59) Cc1cc(NC(=O)c2cnc(N3CCN(c4ccccn4)CC3)c3ccccc23)no1
(60) CCC(=O)N1c2ccccc2-c2nnc(SC)nc2OC1c1cccc(Br)c1 (centres undefined)
(61) CC1CCCCN1CCn1c(=S)[nH]c2ncccc2c1=O (centres undefined)
(62) Cc1ccccc1NC(=S)NC(=O)CC(C)C
(63) CC1CN(c2ccc([N+](=O)[O-])cc2)CC(C)O1 (centres undefined)
(64) O=C(Cc1cn(-c2ccc(NCCN3CCOCC3)nn2)c2ccccc12)NCCN1CCOCC1

assay / entry	57	58	59	60	61	62	63	64
FBW7 activator	-0.3	0.0	0.1	-0.1	0.1	0.1	0.0	-0.1
MITF inh	6	38	15	5	-4	8	-7	22
GPR151 ag	1.4	0.1	-0.5	0.5	0.4	-0.9	2.4	1.5
TEAD-YAP block	10	12	23	-15	4	-5	10	6

(65) N#Cc1c(NC(=O)c2cc(-c3ccco3)on2)sc2c1CCC2
(66) COc1ccc(CCCC(=O)Nc2ccc(C)cc2C)cc1C
(67) O=C(NCc1ccccc1)N1CCN(c2ccccc2F)CC1
(68) CC(=O)C1=C(O)C(=O)N(CC(N)=O)C1c1ccc([N+](=O)[O-])cc1 (centres undefined)
(69) COc1ccc(CN2CCCCCC2)cc1OCCCNC(=O)c1cccnc1
(70) O=C(/C=C/N1CCCCC1)C(F)(F)C(F)(F)F
(71) COc1ccc(CCNC(=O)CCn2c(SCc3ccc([N+](=O)[O-])cc3)nc3ccccc3c2=O)cc1OC
(72) CC(=O)Nc1cc(-c2cccc(Br)c2)nn1-c1ccccc1

assay / entry	65	66	67	68	69	70	71	72
FBW7 activator	-0.1	0.1	0.1	-0.1	0.2	0.3	0.1	-0.1
MITF inh	5	8	19	4	-2	18	1	6
GPR151 ag	-1.5	0.6	-1.0	-0.4	0.1	2.5	0.5	5.3*
TEAD-YAP block	4	-2	-5	-1	11	-4	0	6

(73) N#CC1(C#N)[C@H](c2ccc(Br)cc2)[C@@H](C(=O)C23CC4CC(CC(C4)C2)C3)N2c3ccccc3C=C[C@@H]21
(74) O=C(CCNc1ccc2c(c1)oc1ccccc12)c1ccccc1
(75) Cc1cc(Nc2cc3ccccc3cc2O)n2ncnc2n1
(76) O=C(NC1CCOCC1)c1cc(CCc2ccccc2)no1
(77) CCOCCCNC(=O)Cn1ncc2ccccc21
(78) O=C(c1ccc(F)cc1)C1CCN(Cc2ccccc2)CC1
(79) CCC1C(=O)NCCN1C(=O)c1ccc(OC)c(OC2CCN(C(C)=O)CC2)c1 (centres undefined)
(80) Cc1ccc(CN2CCc3nncn3CC2)cc1C
(81) Nc1ncc(-c2ccc(F)c(Cl)c2)nc1NC1CCOCC1

assay / entry	73	74	75	76	77	78	79	80	81
FBW7 activator	0.1	0.0	-0.3	0.1	-0.1	-0.1	0.1	0.1	0.0
MITF inh	-5	1	-3	14	4	4	13	15	-2
GPR151 ag	0.6	0.1	-1.0	-0.6	-0.6	-0.3	2.1	1.9	0.5
TEAD-YAP block	15	13	65*	-30	4	0	-12	2	-2

Compounds were not picked by outcome, and some 3.4% of all compounds hit somewhere here.
